# miR-122 sensor = miR-122 inhibition in Huh7 cells | activation (reporter increase), % at 12.5 µM | AID 602342 | Huh7 miR-122 Renilla luciferase sensor, 48 h; neutral wells = 0, positive control = 100 | 340,000 tested, 0.3% active;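 active = mean replicate activation score at least 90 and every replicate individually at or above 90; inconclusive = only one of the two criteria met; inactive = neither criterion met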;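 also: higher luciferase means less miR-122 activity so hits act as miR-122 inhibitors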
# PGC1a acetyl inh = PGC1a acetylation modulation, inhibitor mode. inhibition, % at 15.6 µM. 350,000 tested, 0.17% active. U2OS PGC1a acetylation, AlphaScreen anti-acetyl-lysine; with virally co-expressed GCN5 acetyltransferase;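 active = every replicate shows inhibition of at least 40%; inconclusive = mean inhibition at least 40% but some replicate below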;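 also: 0% = neutral control wells and 100% = positive control wells; some results beyond the cut were filed as inactive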
# EWS-Fli block = inhibitors of EWS/Fli oncoprotein transcriptional activity; A673 NR0B1-luciferase reporter, viability-normalised; 350,000 tested, 0.67% active; inhibition, % at 12.6 µM; AID 651661;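 active = mean inhibition of at least 50% after viability correction, with every replicate also passing that limit; inconclusive = mean reaches 50% but only one of two replicates passes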;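 also: firefly luciferase signal divided by Alamar Blue viability fluorescence both relative to DMSO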
# LGR2 antag = blocks bursicon-induced cAMP signaling via Drosophila LGR2. 380,000 tested, 0.35% active. inhibition, % at 9.99 µM. HEK293 LGR2, CRE-luciferase, bursicon-stimulated, 4 h;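 active = drop in luminescence signal, shown as inhibition above about 50% in the replicate tests, limit read from the data, passing the limit was not always enough; inconclusive = probably only some replicates passing the limit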;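 also: agonist challenge used bursicon conditioned medium at about half maximal strength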
# CASP6 VEID inh = inhibitors of human caspase-6 | purified caspase-6, Z-VEID-R110 cleavage fluorescence | inhibition, % at 12.5 µM | 350,000 tested, 0.53% active | AID 686996;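 active = mean inhibition across replicates at least about 35%, with every replicate also reaching that limit, limit read from the data; inconclusive = only one of the two criteria met; inactive = neither criterion met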;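 also: 0% = median of neutral control wells and 100% = no fluorescence left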
# Target sequence (P55212 24-179 limits assumed): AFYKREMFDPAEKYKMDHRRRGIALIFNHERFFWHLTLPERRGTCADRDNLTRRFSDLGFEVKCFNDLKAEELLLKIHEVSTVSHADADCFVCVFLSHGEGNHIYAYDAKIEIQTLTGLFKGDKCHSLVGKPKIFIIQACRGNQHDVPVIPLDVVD
# Target sequence (P55212 194-293 limits assumed): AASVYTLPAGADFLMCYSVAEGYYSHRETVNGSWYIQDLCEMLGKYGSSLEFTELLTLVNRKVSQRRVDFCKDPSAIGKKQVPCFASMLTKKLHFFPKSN
# FN deposition inh = fibronectin deposition inhibition | AH1F fibroblasts, Alexa488-fibronectin deposition fluorescence, overnight | inhibition, % at 12.6 µM | 350,000 tested, 0.086% active | AID 743247;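 active = mean inhibition across replicates of 30% or more, regardless of how many single replicates reach that level; inconclusive = mean under 30% yet at least half of replicates reach 30%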;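 also: positive control wells lacked labelled fibronectin entirely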
#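 Material: AH1F fibroblasts assembling fluorescent fibronectin matrix; amount: 10000 AH1F cells/well; medium: DMEM, 2% serum; reagent: Alexa488-fibronectin, 24 nM final in well; dosing: single compound dose, delivered by pin transfer; incubation: 1 h adhesion, overnight exposure; detection: fluorescence after three HBSS washes, excitation 485 nm, emission 525 nm; measure: fibronectin deposition inhibition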
# PAX8 reporter = lowers PAX8-driven luciferase in RMG-I cells | RMG-I TPO-luciferase reporter, SteadyGlo, 24 h | inhibition, % at 12.6 µM | 360,000 tested, 1.2% active | AID 652154;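 active = mean replicate inhibition at least 60% with every replicate also reaching 60%; inconclusive = only one of the two criteria is met; inactive = mean below 60% and not all replicates reaching 60%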;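 also: luciferase light reporting Pax8 driven TPO promoter activity; plate controls were median of neutral control wells for no effect and mitoxantrone controls for full effect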
# Cneo AK release = Cryptococcus neoformans lysis via adenylate kinase release; C. neoformans lysis, adenylate kinase release luminescence, 4 h; normalised: neutral wells 0, clomiphene wells 100; lysis activity, % at 15 µM; 360,000 tested, 0.2% active; AID 651654;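 active = mean lysis activity across replicates of at least 80%, whatever share of replicates individually reach that level; inactive = mean lysis activity below 80%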
#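 read-out = cell lysis signal | test system = log-phase Cryptococcus neoformans yeast cells | input = cells at 5 × 10^6 per mL | medium = fresh YPD growth medium | signal = luminescent adenylate kinase detection reagent | timing = 4 h at 37 °C static, read 1 h later | dosing = single dose | controls = Clomiphene as positive lysis control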
# Numbers without * were called inactive; ? = inconclusive; . = not tested or not shown; & = joins results of further samples; [ ] = another dose, or the depositor's remark.
SMILES,miR-122 sensor,PGC1a acetyl inh,EWS-Fli block,LGR2 antag,CASP6 VEID inh,FN deposition inh,PAX8 reporter,Cneo AK release
Cc1ccccc1NS(=O)(=O)c1ccc(NC(=O)N2CCCCC2)cc1,-4,.,1,-3,2,-2,7,0
COc1cccc(NC(=O)N(C)C[C@@H]2Oc3cc(C#Cc4ccccc4)ccc3S(=O)(=O)N([C@@H](C)CO)C[C@H]2C)c1,7[16.7 µM],-16,20,-6,.,-8,-1,0
C[C@@H]1CN([C@H](C)CO)C(=O)c2cc(C3=CCCC3)cnc2O[C@H]1CN(C)C(=O)CN(C)C,14[16.7 µM],8,-9,-3,-1,2,.,-2
COC(=O)C1=CN(C(C)c2ccccc2)C=C(C(=O)OC)C1c1cc(OC)c(OC)c(OC)c1 (configuration not stated),.,-8,9,-19,4,-4,-3,0
O=C(CN1CCOCC1)NCC[C@H]1CC[C@H](NC(=O)Nc2ccccc2)[C@H](CO)O1,.,7,1,15,-7,-4,-21,52
CCNS(=O)(=O)c1ccc(CCC(=O)N2CCN(c3cc(Cl)ccc3C)CC2)cc1,0,6,22,31,0,-2,45,1
Cc1ccc(S(=O)(=O)N(C)C[C@H]2OCCCC[C@@H](C)Oc3ccc(NS(C)(=O)=O)cc3C(=O)N([C@H](C)CO)C[C@H]2C)cc1,-2[16.7 µM],-16,-6,-3,2,3,3,2
O=C(Nc1cc(S(=O)(=O)N2CCOCC2)ccc1N1CCOCC1)c1cc(=O)[nH]c2ccccc12,.,.,-7,-18,.,2,17,.
O=C(C[C@H]1CC[C@@H]2[C@H](COC[C@H](O)CN2Cc2cc(F)ccc2F)O1)NCc1ccc(Oc2ccccc2)cc1,-10[16.7 µM],-2,.,9,.,-16,.,-2
O=C(N(c1ccccn1)c1ccccn1)C12CC3CC(CC(C3)C1)C2,.,-2,2,-4,1,-5,9,.
COC(=O)C1=C(C)N(C)C(=NCc2cccc(C(F)(F)F)c2)NC1c1ccc(Cl)cc1 (configuration not stated),.,.,7,3,2,-1,7,.
COc1cc(C(=S)N2CCOCC2)cc(OC)c1OC(=O)c1ccc([N+](=O)[O-])cc1[N+](=O)[O-],-2,20,17,1,3,3,23,-5
O=C(Nc1nnc(-c2ccncc2)s1)Nc1ccccc1F,0,13,-53,-22,2,-11,-59,.
Cc1ccc(S(=O)(=O)N2C[C@H]3N(C(=O)OC(C)C)N(C(=O)OC(C)C)C[C@H](OC(=O)NCc4ccco4)[C@@]3(O)C2)cc1,-4,9,6,2,0,8,6,1
COc1ccc(NC(=O)/C(Cl)=C(/Cl)S(=O)Cc2ccc(Cl)cc2)cn1 (configuration not stated),-30,100*,74*,101*,0,55*,88*,.
CCOc1ccc(C(=O)OCC(=O)Nc2cccnc2Cl)cc1OCC,.,.,-7,-18,5,7,-10,-1
CS(=O)(=O)Nc1ccc2c(c1)[C@@H]1C[C@H](CC(=O)NCc3ccc(Cl)cc3)O[C@H](CO)[C@@H]1O2,-1[16.7 µM],-2,-2,9,-3,-15,5,-6
C[C@@H]1CN([C@H](C)CO)C(=O)CCCn2cc(nn2)CO[C@@H]1CN(C)C(=O)Nc1ccc(-c2cccs2)cc1,-4[16.7 µM],.,-1,0,-1,-77,34,-1
CCS(=O)(=O)C(=C1NCCO1)S(=O)(=O)CC,-6,19,.,.,.,-11,3,0
O=C(c1cccnc1)N1CCCCN2[C@H](C1)[C@@H](c1ccc(C#Cc3ccccn3)cc1)[C@@H]2CO,0[16.7 µM],3,-12,-1,-1,.,11,4
C[C@@H]1CN([C@H](C)CO)C(=O)c2cc(N(C)C)ccc2O[C@H]1CN(C)C(=O)Nc1ccccc1,-2[16.7 µM],7,-3,-6,0,.,-2,1
COc1ccccc1Nc1nc(NCC2CCCO2)c2ccccc2n1 (configuration not stated),0,-17,-1,44,5,-2,-7,-4
CC(=O)Nc1cccc(NC(=O)CCn2cnc3cc(C)c(C)cc32)c1,-2,1,.,.,.,4,.,10
O=C1c2cccnc2C(=O)N1Cc1ccc(S(=O)(=O)NCc2ccco2)s1,-2,-9,-4,-12,1,-3,-10,-2
Cc1c(C(=O)N2CCN(C3CCS(=O)(=O)C3)CC2)oc2ccc(Cl)cc12 (configuration not stated),-6,11,-4,2,12,-1,-3,0
CC1CCC2(CC1)NC(=O)N(CC(=O)N1CCOCC1)C2=O (configuration not stated),1,1,-1,18,-2,1,.,-1
Cc1nc2ccccc2c(=O)n1NC(=O)c1cncc(Br)c1,.,4,11,40,0,4,0,.
O=C(Nc1ccc(N2CCOCC2)c(Cl)c1)c1cc(F)c(F)cc1Cl,-1,-7,.,.,.,3,-30,-2
O=[N+]([O-])CC(c1ccc(F)cc1)c1c[nH]c2ccccc12 (configuration not stated),80,.,55*,22,0,15,43,-1
C[C@H]1CN([C@@H](C)CO)S(=O)(=O)c2ccc(-c3ccncc3)cc2O[C@@H]1CN(C)C(=O)CC1CC1,4[16.7 µM],-2,-12,-1,2,.,.,-5
Cc1ccc(C)c(NS(=O)(=O)c2c(C)ccc3nsnc23)c1,53,-35,.,-3,.,.,.,1
COc1ccc(CNC(=O)C[C@H]2CC[C@H](NC(=O)c3ccc4c(c3)OCO4)[C@@H](CO)O2)cc1,.,4,3,1,-1,-5,-17,0
c1ccc(Oc2nnc(-c3cccs3)c3ccccc23)cc1,5,2,-22,-5,1,1,0,2
CC1=NNC(=O)C1CC(=O)N/N=C/c1sccc1C (configuration not stated),1,-3,3,-8,0,4,1,4
CC(=O)N1CCN(S(=O)(=O)c2ccc3c(c2)CC(=O)N3)CC1,.,8,5,-5,5,9,2,.
Cc1ccccc1N=C1c2ccccc2C(=O)C1[N+](=O)[O-] (configuration not stated),-2,-6,-4,-3,-1,4,31,2

# Three compounds already listed, ordered by heavy-atom count, descending.
SMILES,miR-122 sensor,PGC1a acetyl inh,EWS-Fli block,LGR2 antag,CASP6 VEID inh,FN deposition inh,PAX8 reporter,Cneo AK release
O=C(Nc1ccc(N2CCOCC2)c(Cl)c1)c1cc(F)c(F)cc1Cl,-1,-7,.,.,.,3,-30,-2
Cc1nc2ccccc2c(=O)n1NC(=O)c1cncc(Br)c1,.,4,11,40,0,4,0,.
O=[N+]([O-])CC(c1ccc(F)cc1)c1c[nH]c2ccccc12 (configuration not stated),80,.,55*,22,0,15,43,-1

# Going on with the list.
SMILES,miR-122 sensor,PGC1a acetyl inh,EWS-Fli block,LGR2 antag,CASP6 VEID inh,FN deposition inh,PAX8 reporter,Cneo AK release
O=C(C[C@@H]1CC[C@@H]2[C@H](COC[C@@H](O)CN2Cc2nccs2)O1)NCc1ccc(F)cc1,-3[16.7 µM],1,7,2,0,-10,-1,-1
CCNC(=O)C[C@H]1CC[C@@H]2[C@H](COC[C@@H](O)CN2C(=O)c2cccnc2)O1,-7[16.7 µM],1,6,-21,-1,6,-7,42
COCCCN1CC(=O)N2Cc3[nH]c4ccccc4c3C[C@H]2C1=O,-4,9,1,-10,-1,5,-24,-1
CN1CC(=O)N=C1N,2&-1,1&-4,4&-7,10&7,-1&-2,-8&-1,3&-22,0&1
O=C(NCC(Cl)c1ccc2ccccc2c1)c1c(F)cccc1F (configuration not stated),-2,.,-20,-22,-3,4,-26,2
CC(C)N(Cc1nc(-c2ccc(Cl)cc2)no1)C(=O)CN(C)S(=O)(=O)c1ccc(Cl)cc1,-5,-6,6,?,-1,.,.,2
Cc1nn(-c2ccccc2)c(C)c1NC(=O)COC(=O)Cc1cccc(C(F)(F)F)c1,.,-6,4,-9,0,0,0,-2
COC(C[C@@H](O)C[C@H](O)[C@@H](C)OCc1ccccc1)OC,-7,.,-7,-13,.,-18,-16,0
COc1ccc(S(=O)(=O)N2CC3CCCN3c3cc(C(F)(F)F)ccc32)cc1 (configuration not stated),-1,-34,.,.,.,-9,16,-1
O=C(c1ccc([N+](=O)[O-])cc1Cl)N1CCN(Cc2ccccc2)CC1,2,-4,0,4,-3,-4,16,3
O=[N+]([O-])c1ccc(/C=N/N=C/c2ccc([N+](=O)[O-])o2)o1,.,.,?,82*,28,-3,47,.
CC(=O)c1sc(NC(=O)COc2ccc(C(C)C)c(C)c2)nc1C,-2,-4,-2,-11,-1,-11,-10,2
Cc1ccnc(N2CCN(C(=O)CSc3nc4ccccc4nc3N3CCC(C)CC3)CC2)c1,-1,.,0,.,-3,-5,21,.
C[C@@H]1CN([C@@H](C)CO)C(=O)c2cc(NC(=O)c3ccccc3)ccc2O[C@@H](C)CCCCO[C@@H]1CN(C)C(=O)Nc1cccc2ccccc12,-9[16.7 µM],9,7,-1,-4,22,26,-4
C/C(=N\NC(=O)C1CC1)c1ccc2c(c1)OCCO2,.,.,-16,-72,-4,.,-28,.
C[C@@H]1CN([C@H](C)CO)C(=O)c2cc(-c3ccc(F)cc3)cnc2O[C@@H]1CN(C)Cc1cccnc1,0[16.7 µM],-7,6,-10,2,.,.,1
N#Cc1cc2c(nc1SCc1ccc(Cl)nc1)CCCCC2,5,3,-20,-12,-1,-12,-30,1
O=C(Nc1nnc(COc2ccc(Br)cc2)s1)c1ccco1,1,-3,4,6,0,-3,22,2
CCCNC(=O)N(C)C[C@@H]1Oc2cc(C3=CCCC3)ccc2S(=O)(=O)N([C@@H](C)CO)C[C@@H]1C,.,-12,1,-7,.,.,-19,5
C=C(C)C(=O)Nc1nnc(-c2ccccc2C)s1,.,0,-7,-37,-2,9,-21,.
C[C@@H]1CN([C@H](C)CO)C(=O)c2cccc(NC(=O)CCCCCC(=O)Nc3ccccc3N)c2O[C@H]1CN(C)S(=O)(=O)c1ccc(Cl)cc1,22[16.7 µM],-5,46,3,0,-3,.,.
Cc1ccc(S(=O)(=O)N(C)C[C@H]2Oc3ccc(NC(=O)Nc4cccc5ccccc45)cc3CC(=O)N([C@H](C)CO)C[C@H]2C)cc1,-2[16.7 µM],2,11,1,-1,.,.,2
C[C@H](CO)N1C[C@H](C)[C@H](CN(C)C(=O)Nc2ccc(C(F)(F)F)cc2)Oc2ccc(NC(=O)Nc3ccc(F)cc3)cc2C1=O,-7[16.7 µM],8,1,38,.,.,.,.
Cc1ccc(S(=O)(=O)Nc2cccc(C(=O)NCc3ccccn3)c2)cc1F,.,-8,0,-29,1,-7,7,1
C[C@@H]1CN([C@H](C)CO)C(=O)Cc2cc(NC(=O)Nc3ccc(F)cc3)ccc2O[C@H]1CN(C)S(=O)(=O)c1cccs1,-1[16.7 µM],-2,2,-24,-3,-12,-6,0
Cc1cccc(NC(=O)C2Cc3ccccc3CN2C(=O)OCc2ccccc2)c1C (configuration not stated),.,.,7,10,1,0,29,.
CCOC(=O)C(C)Sc1nnc(Cc2cc(=O)[nH]c(=O)[nH]2)n1-c1cccc(OC)c1 (configuration not stated),-4,11,0,-22,2,13,6,-1
CCOC(=O)c1cc(-c2cccnc2)nn1-c1ccccn1,-10,19,.,4,.,.,.,24
O=C(Nc1ccccc1)N[C@@H]1CC[C@@H](CCNC(=O)c2ccccc2F)O[C@H]1CO,.,3,3,16,-4,.,-5,107*
CN1CCCCN2[C@H](CO)[C@H](c3ccc(-c4ccc(F)cc4)cc3)[C@H]2C1,-3[16.7 µM],2,-32,-3,.,-5,-17,4
CC(=O)C1=C(O)C(=O)N(c2ccc(O)cc2)C1c1ccccc1 (configuration not stated),2,.,2,1,8,3,14,1

# Screening data from PubChem.
